High-throughput results deposited in PubChem by several laboratories.
PHOSPHO1 block = PHOSPHO1 (human) inhibition; 1.1% of 290,000 active; AID 1565; recombinant PHOSPHO1, absorbance phosphatase assay; inhibition, % at 13.3 µM; in the data active = inhibition above about 60%
Target sequence (Q8TCT1 whole entry, looked up): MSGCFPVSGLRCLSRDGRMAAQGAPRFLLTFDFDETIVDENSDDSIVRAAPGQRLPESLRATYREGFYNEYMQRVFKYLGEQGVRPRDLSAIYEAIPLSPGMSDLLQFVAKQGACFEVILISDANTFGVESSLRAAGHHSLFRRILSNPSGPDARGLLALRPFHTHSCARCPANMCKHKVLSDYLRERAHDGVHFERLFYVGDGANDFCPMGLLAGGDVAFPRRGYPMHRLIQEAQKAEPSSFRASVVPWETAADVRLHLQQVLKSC
IDE act = IDE (human) activation, cell-based; P14735; HEK cells, FAbeta-B cleavage, fluorescence polarization; 0% vehicle, 100% cell-free pure enzyme wells; activation, % at 5.96 µM; 0.073% of 340,000 active; AID 493087;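 active = activation above the mean of all tested compounds plus 3 SD, set per screening campaign, cut at about 17% in these data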
MEKK3 PB1 HTS = raises or lowers MEK5 binding to the human MEKK3 PB1 domain | bead-based flow cytometry, Alexa488-MEK5 binding to MEKK3; actives lie on both sides; 0 = blocked by unlabeled MEK5, 100 = vehicle | binding response (% of control), % at 10 µM | 1.4% of 290,000 active | Q99759 | AID 1529;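 active = binding response more than 3 SD above or below the average of its plate-row segment, actives on both sides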;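 also: Alexa488 bead fluorescence after subtracting the streptavidin-only scavenger bead signal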
Target sequence (Q99759 whole entry, looked up, the tested form may be a part): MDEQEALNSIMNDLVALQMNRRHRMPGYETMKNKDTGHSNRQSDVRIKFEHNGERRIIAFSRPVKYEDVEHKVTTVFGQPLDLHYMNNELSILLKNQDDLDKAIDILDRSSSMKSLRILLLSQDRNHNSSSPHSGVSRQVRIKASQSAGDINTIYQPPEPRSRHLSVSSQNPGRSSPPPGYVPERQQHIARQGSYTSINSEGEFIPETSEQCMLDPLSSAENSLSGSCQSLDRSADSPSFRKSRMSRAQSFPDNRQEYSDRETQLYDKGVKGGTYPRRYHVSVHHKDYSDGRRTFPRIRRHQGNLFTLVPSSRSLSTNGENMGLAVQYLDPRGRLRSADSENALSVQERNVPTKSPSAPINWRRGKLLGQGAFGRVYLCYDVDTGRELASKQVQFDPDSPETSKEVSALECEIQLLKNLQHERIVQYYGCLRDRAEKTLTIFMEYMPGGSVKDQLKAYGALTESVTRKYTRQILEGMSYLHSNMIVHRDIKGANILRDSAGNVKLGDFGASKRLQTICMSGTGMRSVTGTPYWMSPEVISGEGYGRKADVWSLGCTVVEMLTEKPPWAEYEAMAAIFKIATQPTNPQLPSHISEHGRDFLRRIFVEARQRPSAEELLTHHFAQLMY
M4 PAM = CHRM4 positive allosteric modulation; P08173; CHO-K1 hM4/Gqi5, Fluo-8 calcium fluorescence, ACh EC20; 0% = ACh EC20, 100% = maximal ACh; activation, % at 3 µM; 0.4% of 360,000 active;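 active = activation above its plate's cutoff, the mean activation of sample wells plus 3 SD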; also: some results filed as inactive read as strong as hits
CRFR2-BP antag = antagonists of CRF-binding protein/CRF-R2 receptor complex | HEK293 CRF-R2/CRF-BP, CRF-induced calcium fluorescence | inhibition, % at 11.8 µM | AID 588475 | 0.59% of 350,000 active;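 active = inhibition of the ligand-induced calcium signal above about 50% at the single tested concentration, limit read from the data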
GalR3 antag = human GalR3 antagonism; HEK293 GalR3-CNG cAMP membrane potential fluorescence; galR3 body fused to GalR1 C-terminus; 0.44% of 360,000 active; inhibition, % at 3 µM;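 active = inhibition above the screen-wide average plus 3 SD, cut at about 13% in these data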;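 also: forskolin and galanin both at EC90 stimulate the cells; cAMP rise reported by CNG channel membrane potential dye signal; 0% = forskolin plus galanin with DMSO and 100% = forskolin alone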
p-CIP stab down = p/CIP protein destabilization; decrease of EGFP signal, % at 10 µM; F442A p/CIP-EGFP cells, EGFP fluorescence, 16 h; Q05BA5; AID 1984; 0.01% of 290,000 active;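 active = EGFP signal decrease of at least 30% at 10 µM or well 3 SD below plate mean, unless failing retest; inactive = the rest, including hits failing retest or dose response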; also: some compounds called inactive have numbers as strong as hits; many of its hits are not listed in these tables
CRFBP-R2 agonist = CRF-BP/CRF-R2 complex agonism; activation, % at 13.2 µM; 0.46% of 350,000 active; HEK293 CRF-R2/CRF-BP, calcium dye fluorescence (FLIPR); percent of saturating CRF peptide response;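 active = activation of at least 50%, plus an integration ratio under a set limit after plate pattern correction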;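 also: plate controls were neutral control wells without compound for no effect and CRF at EC100 for full effect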
IDE cell inh = inhibitors of human insulin-degrading enzyme in cells | inhibition, % at 5.59 µM | 0.41% of 320,000 active | P14735 | HEK cells, FAbetaB cleavage, fluorescence polarization;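 active = percent inhibition above the average of all tested compounds plus 3 SD, set per screening campaign, cut at about 16% in these data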;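 also: IDE supplied by intact live HEK cells; FP after avidin binding of uncleaved biotin substrate so inhibition keeps polarization high; 0% = DMSO wells and 100% = 60 µM reference IDE inhibitor Ii1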
An asterisk follows results filed as active; x = no result given; [ ] = dose if it differs, or a comment. Not a hit list (roughly 4.2% active in at least one column).

smiles	PHOSPHO1 block	IDE act	MEKK3 PB1 HTS	M4 PAM	CRFR2-BP antag	GalR3 antag	p-CIP stab down	CRFBP-R2 agonist	IDE cell inh
COC(CNC(=O)c1c[nH]c2ccc(S(=O)(=O)N3CCC4(CC3)OCCO4)cc2c1=O)OC	-11	-3	92	1	6	5	-12	-2.1	-2
Cc1c(OCC(=O)NCCCN2CCOCC2)ccc2c1oc(=O)c1ccccc12	17	2	100	5	-3	0	-2	-1.6	8
Cc1nc(-c2ccc(S(=O)(=O)N3CCN(Cc4ccccc4)CC3)s2)cs1	32	5	107	-21	-5	-5	-11	-0.7	0
COc1ccc(COCC(O)CN2CCC(C(N)=O)CC2)cc1 (stereo unspecified)	32	4	105	0	-18	-2	-1	1.3	5
Cc1ccc(NS(=O)(=O)c2ccc(C(=O)NCc3ccncc3)cc2)cc1	x	1	x	-5	-38	-3	x	27	2
Cc1cccc(C)c1OCC(O)CNC(C)c1ccccc1 (stereo unspecified)	22	-1	113	12	-17	-14	-8	2.2	1
CC(=O)c1c(C)[nH]c(C(=O)N2CCN(c3ccc(F)cc3)CC2)c1C	6	-6	101	3	-18	-6	10	-0.6	-3
CCOc1cc(C2NC(=O)c3ccccc3O2)ccc1OC(C)C (stereo unspecified)	-25	1	104	-2	-6	-10	-15	-0.5	-8
CC(=O)c1sc(NC(=O)C(C)Oc2ccc3c(C)cc(=O)oc3c2)nc1C (stereo unspecified)	27	2	105	3	4	5	-6	-1.2	0
O=C(NCc1ccc2c(c1)OCO2)c1cc2ccccc2oc1=O	12	-3	97	2	-2	-1	5	-1.6	-3
CCOc1ccc(C(C)NC(=O)c2cccs2)cc1OCC (stereo unspecified)	x	x	x	-4	3	3	x	-0.8	8
O=C(O)CC(NC(=O)COc1ccc(Cl)cc1Cl)C(=O)O (stereo unspecified)	-3	-1	99	10	7	-1	0	-1.4	-3
CS(=O)(=O)N(CC(=O)Nc1ccc(C(N)=O)cc1)C1CCCCC1	-1	3	101	-4	-14	-3	-16	-1.7	8
NC(=O)c1ccc(Oc2ccc(Cl)c3ccccc23)c([N+](=O)[O-])c1	-2	3	93	-3	-7	-3	-8	3.0	-2
O=C(Cn1nnc(-c2ccc(N3CCOCC3)cc2)n1)OC1CCCCC1	1	4	93	23	-9	-10	7	6.0	0
Cc1ccc(C(N)=S)c(C)c1	x	0	86	-8	20	1	x	-9.1	3
CN(C)S(=O)(=O)Nc1ccc2c(c1)OCO2	-15	-4	95	1	3	x	3	-4.3	4
Cc1ccc(C(=O)NNC(=O)c2cccc(Br)c2)cc1	24	5	103	-6	-11	-11	1	-0.7	0
CCOc1ccccc1NC(=O)CSc1nnc(-c2ccccc2Cl)n1Cc1ccco1	-23	6	102	16	-12	-4	5	1.0	3
Fc1cnc(N/N=C/c2ccc(-c3ccc(Br)cc3)o2)nc1N1CCOCC1	20	-3	98	-3	21	5	2	-0.5	8
Cc1cccc(N(C)C(=O)c2coc(=O)c3ccccc23)c1	-7	4	105	2	3	-2	-11	-0.3	-1
S=c1[nH]c2ccccc2o1	-105	3	102	-2	1	-4	-9	1.4	2
COc1ccc(NC(=O)c2cccnc2Nc2ccccc2)cc1	-16	-5	105	9	-24	-7	-11	-0.4	3
O=C(c1ccccc1)c1cc([N+](=O)[O-])ccc1N1CCCC1	2	3	124	2	4	-4	-9	-5.3	-3
CC(=O)Oc1ccc2occ(/C=N/c3cc(=O)[nH]c(=S)[nH]3)c(=O)c2c1	0	6	80	-5	3	-5	-6	-2.4	9

Compounds from the list above with a furan ring, fused or not (2):
smiles	PHOSPHO1 block	IDE act	MEKK3 PB1 HTS	M4 PAM	CRFR2-BP antag	GalR3 antag	p-CIP stab down	CRFBP-R2 agonist	IDE cell inh
CCOc1ccccc1NC(=O)CSc1nnc(-c2ccccc2Cl)n1Cc1ccco1	-23	6	102	16	-12	-4	5	1.0	3
Fc1cnc(N/N=C/c2ccc(-c3ccc(Br)cc3)o2)nc1N1CCOCC1	20	-3	98	-3	21	5	2	-0.5	8

(cont.)
smiles	PHOSPHO1 block	IDE act	MEKK3 PB1 HTS	M4 PAM	CRFR2-BP antag	GalR3 antag	p-CIP stab down	CRFBP-R2 agonist	IDE cell inh
COc1cc(C(=O)OCC(=O)N2CCCC2=O)cc(OC)c1C	x	2	x	9	-2	-2	x	0.2	2
Cc1nc2ccc(F)cc2cc1C(=O)NCc1ccco1	-7	1	101	2	27	-3	-15	0.2	1
CCC1CCCCN1CCCNS(=O)(=O)c1ccc2c(c1)oc(=O)n2C (stereo unspecified)	9	5	102	-5	-12	0	3	12	4
Cn1cnnc1SCCC(=O)Nc1ccccc1	19	-1	104	38*	1	-4	-7	1.3	5
CC(=O)c1ccc(N(C(=O)c2ccco2)C(C(=O)NC2CCCC2)c2cccs2)cc1 (stereo unspecified)	31	3	101	4	-10	-1	0	-4.2	2
COc1ccc(Cc2nc3ccc(C(=O)NCC4COCCO4)cc3o2)cc1 (stereo unspecified)	13	8	100	0	-4	-1	0	1.1	6
COc1ccc(CNC(=O)CSCc2c(F)cccc2Cl)cc1	2	-4	107	2	19	-4	-5	-0.2	-2
COC(=O)c1ccc2c(=O)n(CC3CCCO3)c(SCC(=O)Nc3ccc(OC)cc3OC)nc2c1 (stereo unspecified)	35	5	88	-2	14	4	-4	-2.3	3
CN(c1ccccc1)S(=O)(=O)c1cccc(NC(=O)CCNC(=O)c2ccccc2)c1	x	4	x	-9	3	-5	x	-0.7	1
C=C(C)C(=O)N1CC2(CC(c3cccc(NC(=O)c4ccccc4)c3)=NO2)C[C@@H]1C(N)=O (stereo partly specified)	14	0	106	4	-8	0	-1	-0.1	2
CCOC(=O)c1c(C)[nH]c(C(=O)CSc2ccc(Cl)cc2)c1C	-1	5	104	-2	3	-7	7	-0.7	0
COc1ccccc1NC(=O)Nc1ccc2c(c1)OCCO2	5	2	96	-1	-19	-5	6	-0.3	-3
CN(C)c1ccc(/C=C(/NC(=O)c2ccccc2Cl)C(=O)NCCN2CCOCC2)cc1	24	3	98	-5	4	2	-10	1.2	18*
Brc1cc(Br)c2nc3c(cc2c1)CCC3	28	1	99	-3	-12	-13	-7	-5.8	-4
CCCCN(C(=O)c1oc2ccc(OCC)cc2c1C)c1c(N)n(CCCC)c(=O)[nH]c1=O	x	9	x	0	5	-2	x	1.5	1
CCOC(=O)c1cccc(C2=CC(=O)C[C@H](c3ccc(OC)c(OC)c3)C2)c1	x	6	x	-6	9	-4	x	-1.3	2
O=C(CCN1C(=O)S/C(=C\c2ccccc2)C1=O)Nc1ccc(O)cc1C(=O)O	49	1	101	5	-13	1	-13	0.5	2
CC(C)[C@@H]1C=C(C(=O)O)O[C@H](OCCCCO)C1	34	-4	100	5	3	-5	-8	-0.7	0
Cc1nnc(NC(=O)CCSc2ccc(Cl)cc2)s1	60*	5	90	8	-10	0	-2	0.2	-2
NC(=O)CNC(=O)C1CCCc2c1[nH]c1ccc(Cl)cc21 (stereo unspecified)	-7	-5	103	0	6	-6	-9	-1.7	-3
CCCc1cc(=O)n2[nH]c(C)c(-c3ccc(Cl)cc3)c2n1	41	1	102	-2	14	-8	-3	-0.8	-1
Cc1ccc(S(=O)(=O)N2CCOCC2)cc1NC(=O)CSc1nnc2cc(C)c3ccccc3n12	-27	-7	141*	-3	0	-9	-7	0.1	5
NC(=O)N/N=C/c1coc2ccc(O)cc2c1=O	45	4	45*[inhibitor]	-2	-5	-7	-4	-1.1	0
Cc1cc2nc(Cl)c(Cl)nc2cc1C	-5	6	104	6	7	-4	-12	3.1	-2
Clc1ccc(-c2nc(Cc3ccccc3Cl)no2)cc1	17	2	103	-3	2	-2	-10	0.8	-1

Compounds shown so far that contain bromine, in the order listed:
smiles	PHOSPHO1 block	IDE act	MEKK3 PB1 HTS	M4 PAM	CRFR2-BP antag	GalR3 antag	p-CIP stab down	CRFBP-R2 agonist	IDE cell inh
Cc1ccc(C(=O)NNC(=O)c2cccc(Br)c2)cc1	24	5	103	-6	-11	-11	1	-0.7	0
Fc1cnc(N/N=C/c2ccc(-c3ccc(Br)cc3)o2)nc1N1CCOCC1	20	-3	98	-3	21	5	2	-0.5	8
Brc1cc(Br)c2nc3c(cc2c1)CCC3	28	1	99	-3	-12	-13	-7	-5.8	-4

(cont.)
smiles	PHOSPHO1 block	IDE act	MEKK3 PB1 HTS	M4 PAM	CRFR2-BP antag	GalR3 antag	p-CIP stab down	CRFBP-R2 agonist	IDE cell inh
CCOC(=O)[C@@H]1[C@H]2COc3cc(OC)ccc3[C@H]2N2C(=O)N(c3ccc(OC)cc3)C(=O)[C@]12C	x	2	x	1	-2	-4	x	-0.5	-4
CCn1ncc(/C=C/C(=O)NCc2cnn(C)c2C)c1C	-4	5	104	3	2	-5	-4	-0.4	1
O=c1c2cc3c(cc2[nH]c(=S)n1Cc1ccco1)OCO3	78*	-8	x	8	2	-6	-14	-2.7	1
COC(=O)C(F)(Sc1c(C)n(C)n(-c2ccccc2)c1=O)C(F)(F)F (stereo unspecified)	24	1	90	9	-7	-4	4	-0.2	-2
CC(NC(=O)CN(C)CC(=O)Nc1cccc(F)c1)c1ccccc1 (stereo unspecified)	x	2	x	5	-16	-7	x	2.1	-2
CCOC(=O)C1CCCN(C(=O)c2cn(CC)c3ccc(S(=O)(=O)N4CCCC4)cc3c2=O)C1 (stereo unspecified)	21	8	96	8	-24	-1	-14	-0.5	1
CC(NC(=O)c1ccc(CS(C)(=O)=O)cc1)C1CC2CCC1C2 (stereo unspecified)	6	2	103	2	-2	-10	6	1.4	3
COc1cc2cc(C(c3nnnn3C3CCCCC3)N(C)C3CCCCC3)c(=O)[nH]c2cc1OC (stereo unspecified)	-48	-6	86	-12	-2	x	-24	-0.3	2
O=c1[nH]ncn2cccc12	-30	-1	78*[inhibitor]	7	-3	-4	-4	-0.4	10

Arranged by heavy-atom count (high to low): some entries from above
smiles	PHOSPHO1 block	IDE act	MEKK3 PB1 HTS	M4 PAM	CRFR2-BP antag	GalR3 antag	p-CIP stab down	CRFBP-R2 agonist	IDE cell inh
CCOC(=O)[C@@H]1[C@H]2COc3cc(OC)ccc3[C@H]2N2C(=O)N(c3ccc(OC)cc3)C(=O)[C@]12C	x	2	x	1	-2	-4	x	-0.5	-4
CN(C)c1ccc(/C=C(/NC(=O)c2ccccc2Cl)C(=O)NCCN2CCOCC2)cc1	24	3	98	-5	4	2	-10	1.2	18*
COC(=O)C(F)(Sc1c(C)n(C)n(-c2ccccc2)c1=O)C(F)(F)F (stereo unspecified)	24	1	90	9	-7	-4	4	-0.2	-2
